From PubChem BioAssay
TTR transcr act = activators of transthyretin transcription. SH-SY5Y TTR promoter Gaussia luciferase, luminescence; 100% = recombinant luciferase protein wells. activation, % at 16.7 µM. hit rate 1.3% among 92,000. AID 1117267;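 active = activation above the mean of all tested compounds plus 3 SD, cut at about 9.5% in these data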;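 note: cells exposed to compounds for one day before reading; 0% = median of all test compound wells on the plate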
Numbers without * were called inactive. Only part of the results is shown; count on the stated rates, not on these rows.

SMILES	TTR transcr act
O=C(c1ccc(Cl)cc1)[C@@H]1[C@@H]2C(=O)N(c3ccc(Cl)cc3)C(=O)[C@@H]2C2c3ccccc3C=NN21 (stereo partly specified)	-2.0
O=C(OCC#CCSc1nnc(-c2ccc(F)cc2)o1)c1ccc(F)cc1	-1.4
O=C(COc1ccccc1Cl)NC(=S)N1CCc2ccccc21	0.6
O=C(O)c1cc(-c2ccccc2)n(-c2ccc(Cl)cc2)n1	-5.2
CN(C)CCN1CCN(C2CN(CCc3ccccc3)S(=O)(=O)C2)CC1 (stereo unspecified)	-1.4
COC(=O)c1ccccc1NC(=O)c1sc(=S)n(C)c1N	0.1
O=C(NNC(=O)c1cc2cc(OC(F)(F)F)ccc2[nH]1)c1cccc(C(F)(F)F)c1	1.1
COC(=O)c1ccc2nc(NC(=O)C(C)(C)C)sc2c1	-3.1
COc1ccc2[nH]c(C(=O)Nc3cccc(C)n3)cc2c1	-0.9
O=C(Cn1nc(C(F)F)cc1C1CC1)N1CCCC1	1.9
COc1cc(C)ccc1OCC(=O)NCC1CCCO1 (stereo unspecified)	-0.5
Cc1ccc(Nc2nc(CSc3nnc(-c4ccncc4)n3C)cs2)cc1	-0.5
COc1ccc(/C=N/NC(=O)Cn2cnc3ccccc3c2=O)cc1	0.6
CN(C)CCCNc1ccc(-c2n[nH]c(=O)c3ccccc23)cc1[N+](=O)[O-]	0.2
Cc1ccc(C(=O)c2ccccc2C(=O)OCC(=O)Nc2cccc([N+](=O)[O-])c2)cc1	-1.8
CCn1nnc(-c2ccc(N)cc2)n1	-1.6
O=C(COC(=O)c1cccc(NS(=O)(=O)c2ccc(F)c(F)c2)c1)NC(=O)NC1CCCC1	1.4
NC(=O)c1ccc(NC(=O)COC(=O)C2COc3ccccc3O2)cc1 (stereo unspecified)	2.6
c1ccc(CN2CCC3(CC2)Nc2ccccc2S3)cc1	-0.6
CCC1CCCCN1S(=O)(=O)c1ccc([N+](=O)[O-])cc1 (stereo unspecified)	0.8
CCOc1ccc2nc(N3C(=O)/C(=C/c4ccc(Cl)cc4)NC3=S)sc2c1	-0.6
Cc1ccccc1CN1CCCCC(NC(=O)c2cccc(C#N)c2)C1=O (stereo unspecified)	1.7
Cc1cc([N+](=O)[O-])nn1CC(=O)N/N=C/c1ccccc1O	0.5
CCN(CC)S(=O)(=O)c1cc(C(=O)OCC(=O)NC2CCCc3ccccc32)ccc1C (stereo unspecified)	-0.7
CSc1nnc(Cc2sc(-c3ccccc3)nc2-c2ccccc2)o1	-4.5
Cc1ccc(CNC(=O)C2CCCN(c3nn4c(=O)cc(C)nc4s3)C2)cc1 (stereo unspecified)	-1.4
COc1cc(OC)cc(C(=O)NCC(=O)OCC(=O)C(C)(C)C)c1	-2.9
Cc1cc(C)nc(NS(=O)(=O)c2ccc(NC(=O)CCC(=O)O)cc2)n1	1.1
Cn1c(Oc2ccccc2NCc2cc(Br)ccc2O)cc(=O)n(C)c1=O	0.3
O=C(CSC1CC(=O)N(CC(c2ccccc2)c2ccccc2)C1=O)Nc1ccc(Cl)cc1 (stereo unspecified)	-3.2
O=C(NCCc1ccc(Cl)cc1)c1cccnc1	1.8
CC(=O)c1ccc(NC(=O)C(C)N2CCN(C/C=C/c3ccccc3)CC2)cc1 (stereo unspecified)	5.0
C[C@@H]1CN([C@H](C)CO)S(=O)(=O)c2ccc(C#C[C@@H](C)O)cc2O[C@@H]1CN(C)Cc1ccc(-c2ccccc2)cc1	-1.2
CC(C)(C)C(=O)Nc1nnc(SCC(=O)Nc2ccc3c(c2)OCO3)s1	0.0
O=C1C2C3C=CC(C3)C2C(=O)N1Cc1ccccc1 (stereo unspecified)	2.2
Cc1nc(C(=O)NNC(=O)c2ccccc2Cl)c(C(F)(F)F)o1	-2.0
CCOC(=O)c1c(C)[nH]c(C(=O)CN2CCOCC2)c1C	-0.2
CC(=O)Nc1ccc(-c2ccnc3c2CC(C(=O)Nc2cccc(C(C)=O)c2)O3)cc1 (stereo unspecified)	1.1
O=C(OCc1ccccc1)N1CCC2CC1c1ccc(Cl)cc12 (stereo unspecified)	0.2
COC(=O)c1cccc(NC(=O)c2cc3sccc3n2C)c1	-0.1
CCOC(=O)Cc1csc(NC(=O)c2ccc(S(=O)(=O)N3CCOCC3)cc2)n1	1.7
c1cnc(NCCNc2ncccn2)nc1	0.8
O=C(O)c1ccc(NS(=O)(=O)c2ccc3c(c2)C2C=CCC2C(c2ccccc2F)N3)cc1 (stereo unspecified)	-2.6
Cc1nnc2ccc(N3CCN(C(=O)c4ccccc4)CC3)nn12	0.8
COc1cc(CC(=O)NC2CCCc3ccccc32)cc(OC)c1OC (stereo unspecified)	3.1
Cn1c(SCc2ccccc2)nc(N)c(N=O)c1=O	-3.2
CCc1nc2ccc(C(=O)NCc3ccccc3OC)cn2c1N(C=O)CCC(C)C	-0.1
CSc1nc(C)cc(C)c1S(=O)(=O)c1ccccc1C	-0.5
CCCCOc1ccc(C(=O)C(CN2CCOCC2)c2ccccc2)cc1 (stereo unspecified)	-4.9
O=C1c2ccccc2C(=O)c2c1cccc2N1CCCC1	-3.8
CC12CCC(C(=O)Nc3cccc(Cl)c3Cl)([C@H](Br)C1=O)C2(C)C (stereo partly specified)	1.6
O=C(Nc1cccnc1)c1ccccc1Cl	2.8
Cc1ccc(N=C2NC(=O)/C(=C/C=C/c3ccco3)S2)cc1	-1.7
Cc1nc(Nc2cccc(F)c2)c2oc3ccccc3c2n1	-1.0
COP(=O)(O)C(Cc1ccccc1)NC(=O)OCc1ccccc1 (stereo unspecified)	0.2
Cc1c(C#N)c(NC(=O)CCl)n(Cc2ccc(F)cc2)c1C	-3.0
Nc1c(S(=O)(=O)c2cccs2)c2nc3ccccc3nc2n1Cc1ccccc1	-2.6
CCN(CC(=O)NCc1ccc(Cl)cc1)C(=O)/C=C/c1cc(OC)c(OC)c(OC)c1	0.5
CCCn1c(SCC(=O)Nc2ccccc2N2CCCCC2)nc2c1c(=O)n(C)c(=O)n2C	-1.4
O=C(O)CNC(=O)c1ccc(OC(F)F)cc1	-0.6
(further entries)
SMILES	TTR transcr act
Cc1cc2c3c([nH]c2cc1S(=O)(=O)N1CCC2(CC1)OCCO2)CC(C)(C)CC3=O	-2.7
c1ccc(-c2csc(N3CCCCCC3)n2)cc1	1.1
C[C@H]1CN([C@@H](C)CO)C(=O)CCCn2cc(nn2)CO[C@@H]1CN(C)C(=O)c1cc(-c2ccccc2)on1	0.2
CCN(CC)c1nc(Nc2ccccc2)nc(Oc2ccc(C(=O)OC)cc2)n1	3.8
Cc1ccc(S(=O)(=O)Oc2ccc(/C=N/NC(=O)c3cccnc3)cc2)cc1	4.2
Cc1ccc(CC(=O)NC(C)CCc2ccccc2)cc1 (stereo unspecified)	4.2
CCN1CC2([N+](=O)[O-])C=CC(=O)C([N+](=O)[O-])(C1)C2CC(=O)c1ccccc1 (stereo unspecified)	-1.8
Cc1ccc(NCC(=O)Nc2ccc(Br)cc2)cc1F	-0.3
O=C(NCCN1CCCCC1)Nc1ccc(F)c(Cl)c1	2.4
O=C(CN1CCCCC1)NCCNc1ccc(C(F)(F)F)cc1[N+](=O)[O-]	-2.2
Cn1cc2cc([N+](=O)[O-])ccc2n1	4.0
O=C(COc1ccccc1)N/N=C/c1sc(=O)n(Cc2cccc(C(=O)O)c2)c1Cl	-0.5
COc1cc(NC(=O)CSCC(=O)Nc2cccc(C(F)(F)F)c2)c(Cl)cc1Cl	-2.9
N/C(=N\NC(=O)c1ccc(F)cc1)c1cc2ccccc2oc1=O	-1.5
CCOC(=O)N1CCN(C(=O)CNC(=O)c2ccccc2F)CC1	1.0
Oc1ccc(/C=N/n2c(COc3ccccc3)n[nH]c2=S)cc1O	-1.0
CCCCS(=O)(=O)N1CCCC(C(=O)Oc2ccc(Cl)cc2)C1 (stereo unspecified)	2.5
CCC(C)(NC(=O)c1ccccc1)C(=O)O (stereo unspecified)	-2.6
CCOc1cc2c(C)cc(=O)oc2cc1Cl	-0.3
CC(=O)c1ccc(NC(=O)CCc2c(C)nn(-c3ccc(N4CCOCC4)nn3)c2C)cc1	-1.8
O=C1C2Sc3[nH]c(=O)sc3C(c3ccccc3)C2C(=O)N1c1ccccc1 (stereo unspecified)	0.4
Cc1cccc(CN2CCN(Cc3ccc4nonc4c3)CC2CCO)n1 (stereo unspecified)	-0.3
CCN1C(C)=C(C)S/C1=C1\SC(=S)N(C2CCCCC2)C1=O	-0.1
C=C(C)CNC(=S)N/N=C/c1ccc(N2CCOCC2)cc1	0.0
COc1ccc2c(c1)[C@H]1[C@H](CO2)[C@H](c2ccccc2)[C@]2(C)C(=O)Nc3ccccc3C(=O)N12	-4.8
CC(C)N1C(=O)C2(OCCCO2)c2cc(Br)ccc21	0.1
O=C(COC(=O)c1ccc(Br)cc1)NC(=O)NCc1ccccc1	2.5
O=C(COC(=O)c1ccc(S(=O)(=O)N2CCc3ccccc3C2)cc1)NC1CCS(=O)(=O)C1 (stereo unspecified)	-0.3
COc1ccc(CN2C(=NC(=O)C3CC3)SC3CS(=O)(=O)CC32)cc1OC (stereo unspecified)	-0.8
O=C1CCC[C@H]2C[C@H](NCc3ccc(Br)cc3)CC[C@]23CCCN13	0.0
COc1c2occc2c(OC)c2c(=O)cc(C(F)(F)C(F)(F)F)oc12	-0.7
Cn1c(=O)[nH]c(=O)c2[nH]c(CN3CCN(C(=O)c4ccco4)CC3)nc21	3.8
O=C(O)CCC(=O)N1N=C(c2ccccc2)CC1c1ccc2nccnc2c1 (stereo unspecified)	-0.8
COC(=O)c1ccc(-c2nc(O)c(C)s2)cc1	1.9
CC(C)(C)c1csc(Sc2ncccc2[N+](=O)[O-])n1	-0.2
O=C1NC(Cc2ccccc2)c2nc3cc(F)ccc3c(=O)n2-c2cc(Cl)ccc21 (stereo unspecified)	-2.8
Cc1ccc(S(=O)(=O)Nc2ccc3ccccc3c2)cc1	-1.3
O=C(NNc1nc2c(F)cccc2s1)c1cc(=O)c2ccccc2o1	-0.6
CCc1nc(NCCC(C)C)c(C#N)c2c1CCCC2	-2.5
O=C(Nc1ccc(F)c(C(F)(F)F)c1)Nc1nnc(-c2ccncc2)s1	-0.6
Nc1ccc(N=Nc2ccccc2O)c(N)c1	-1.6
C[C@H]1COc2cc(Br)ccc2S(=O)(=O)N1Cc1cn(CC2CCCCC2)nn1	0.5
CSc1sc(-c2ccnc(SCCS(C)(=O)=O)n2)c(-c2ccccc2)c1C#N	0.7
COc1ccccc1S(=O)(=O)N(C)C[C@@H]1OCc2cnnn2CCCC(=O)N([C@H](C)CO)C[C@@H]1C	0.1
Cc1cc(C(=O)NNC(=O)CCN2CCN(c3ccccc3)CC2)c2ccccc2n1	0.1
CC(=O)c1ccc(S(=O)(=O)N2CCc3ccccc3C2)cc1	-0.5
Cc1ccc(Cl)cc1NC(=O)c1ocnc1C	-1.2
O=C(Cc1ccccc1)O/N=C1\CCCc2ccccc21	0.9
O=[N+]([O-])C1=CC=C2C(=NC3(CCCCC3)N2O)C1=NC1CCCCC1	-1.8
COc1ccc(C(=O)NNC(=O)c2ccc3ccccc3c2O)cc1	-0.8
C=CCn1c(CCNC(=O)c2ccco2)nc2ccccc21	0.9
CN(CC(=O)Nc1ccc(Cl)cc1)C(=O)CNC(=O)c1ccc2c(c1)OCO2	0.8
CCOC(=O)COc1ccc2c(C#N)c3ccccn3c2c1	2.8
CC1(C)Cc2cccc(OCC(=O)Nc3nccs3)c2O1	-1.8
CCOC(=O)CC(NC(=O)c1cccc2c1C(=O)N(Cc1cccnc1)C2)c1ccc(OC(C)C)cc1 (stereo unspecified)	2.6
O=C1/C(=C\c2ccco2)CCC/C1=C\c1ccco1	-3.0
O=C(Cc1ccc(Cl)cc1)N/N=C/c1ccccc1	-2.8
C=CCN1C(=O)/C(=C\c2ccco2)C(C(=O)OC)=C1C	6.5
COc1cc(/C=C/C(=O)OCC(=O)Nc2ccc(C)cc2[N+](=O)[O-])ccc1O	-1.0
CC(C)=CCN1CCN(Cc2ccc(C#CC(C)(C)O)s2)CC1CCO (stereo unspecified)	2.1
Continued:
SMILES	TTR transcr act
c1ccc2c(C(c3nnnn3-c3ccc4c(c3)OCCO4)N3CCCCC3)ccnc2c1 (stereo unspecified)	1.3
Cn1cc(CN2CCC(CO)(CCCc3ccccc3)CC2)c(-c2ccccc2)n1	-0.2
Cc1nc2ccccc2n1S(=O)(=O)c1ccc(Br)cc1	6.8
c1ccc2n[nH]nc2c1	2.9
Cn1c(-c2ccsc2)c(-c2cccs2)c2cc(-c3cccc4[nH]ccc34)ccc21	2.8
CCOc1ccccc1-c1noc(CCCC(=O)NC2CCCCC2)n1	-1.5
O=C(NCc1ccccc1)c1c[nH]c2ccc(S(=O)(=O)Nc3ccc4c(c3)OCCO4)cc2c1=O	1.4
CC(=O)OCCn1c(=O)c2cc3c(=O)n(CCOC(C)=O)c(=O)c3cc2c1=O	-1.5
